Mtb RmlCD inh: blocks M. tuberculosis RmlC and RmlD coupled enzymes. 160,000 compounds, 0.03% hits. inhibition, % at 3.6 µM. RmlC+RmlD coupled enzyme assay, percent inhibition; primary screen in compound mixtures; in the data active means inhibition mostly above about 34%, no sharp cut-off; further: some results filed as inactive read as strong as hits
Target sequence (P9WH09 whole entry, looked up): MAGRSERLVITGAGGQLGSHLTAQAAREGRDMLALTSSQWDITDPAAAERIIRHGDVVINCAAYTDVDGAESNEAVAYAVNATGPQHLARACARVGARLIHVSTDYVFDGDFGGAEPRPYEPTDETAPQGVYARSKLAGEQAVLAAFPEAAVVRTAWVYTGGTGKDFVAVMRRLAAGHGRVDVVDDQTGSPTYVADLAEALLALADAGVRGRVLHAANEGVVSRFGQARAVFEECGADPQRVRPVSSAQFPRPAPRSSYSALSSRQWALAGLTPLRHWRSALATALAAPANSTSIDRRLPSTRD
Target sequence (P9WH11 whole entry, looked up): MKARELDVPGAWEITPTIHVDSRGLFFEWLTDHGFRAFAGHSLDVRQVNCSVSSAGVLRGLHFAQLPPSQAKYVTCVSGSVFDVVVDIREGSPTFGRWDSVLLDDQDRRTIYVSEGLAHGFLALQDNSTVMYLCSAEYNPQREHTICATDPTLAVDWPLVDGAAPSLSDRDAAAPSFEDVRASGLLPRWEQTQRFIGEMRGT
GlmU inhibition: inhibition of mycobacterial GlmU enzyme – biochemical, glucosamine-1-phosphate acetyltransferase (AID 1376) | M. tuberculosis GlmU acetyltransferase enzyme assay; higher % means a stronger effect | inhibition, %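 (tested at 30 µM in the primary screen)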; hits with a dose series show IC50 in µM | 220,000 compounds, 0.25% hits; in the data active means inhibition above about 13%;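 further: 0% = complete reaction with vehicle and 100% = reaction without substrate; strong numbers were not always called active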
* = called active by the depositor; nt = no result given. This is a subset. The share of hits here may be higher or lower than overall.

smiles	Mtb RmlCD inh	GlmU inhibition
O=C(Cc1ccc(Br)cc1)OCC(=O)N1CCc2ccccc2C1	32.7	-0.8%
CC(C)Cn1c(Cc2ccccc2)n[nH]c1=S	nt	1.7%
CCOC(=O)C1CCCN(C(=O)Cc2ccc(C)cc2)C1 (configuration not stated)	9.4	-6.4%
COc1cc2c(cc1OC)CN(C(=S)Nc1ccc(C)cc1C)CC2	-0.1	4.8%
CCOC(=O)c1[nH]c2ccccc2c1NC(=O)CCN1CC(C)OC(C)C1 (configuration not stated)	0.3	-1.0%
O=C(c1ccco1)N1CCN(S(=O)(=O)Cc2ccc(Cl)cc2)CC1	nt	2.3%
Cc1ccc(OCC(=O)NNC(=O)c2cc(C)[nH]n2)cc1	-3.6	1.3%
O=C(N/C(=C/c1cccc(Br)c1)c1nc(=S)[nH][nH]1)c1ccccc1	7.9	-6.9%
CC(C)CC(=O)NC(=S)Nc1cccc(NC(=O)c2ccccc2)c1	-12.3	-1.4%
COc1cc2c(cc1NC(=O)CSc1nc3ccccc3[nH]1)oc1ccccc12	nt	9.0%
C#CCONC(=O)c1cc(OCC(F)(F)F)ccc1OCC(F)(F)F	4.2	3.4%
Cc1nonc1NC(=O)c1ccccc1Br	nt	2.7%
COc1cccc(CN2CCN(Cc3nc(-c4cccs4)oc3C)CC2CCO)c1 (configuration not stated)	21.6	1.4%
O=C1OC(/C=C/c2ccccc2)=NC/1=C/c1ccco1	-8.1	-9.8%
COc1ccccc1C(=O)Nc1ccc(C2=NNC(=O)CC2C)cc1 (configuration not stated)	-5.0	2.8%
CC1=NN(C(=O)c2ccc(Cn3cc([N+](=O)[O-])cn3)cc2)C(O)(C(F)(F)F)C1 (configuration not stated)	0.1	-8.2%
Cc1cccc(CSCCNC(=O)c2ccc(CN3CCOCC3)cc2)c1	-6.0	4.8%
COc1ccc(NC(=O)c2c(C)oc3c2CCCC3)cc1	-5.2	0.9%
CCOc1ccc(N2C(=O)Nc3ccccc3C2(O)C(=O)NCc2ccc(OC)cc2)cc1 (configuration not stated)	-5.1	0.4%
Cc1c(/C=C2\SC(=Nc3cccc(C(=O)O)c3)NC2=O)c2ccccc2n1C	-6.6	-1.5%
COc1ccccc1NS(=O)(=O)c1cc(N/C(=N\S(=O)(=O)c2ccccc2)c2ccc(F)cc2)ccc1Cl	-0.4	2.9%
CC(=O)c1ccc(N2CCN(CC(=O)Nc3ccccc3N3CCOCC3)CC2)cc1	-12.9	1.3%
Cc1cc2c(C)cc(=O)oc2c2c1NCCC2	nt	0.2%
CCN(CC)c1cc(C)c2ccccc2n1	nt	4.4%
COc1ccc(/C=N/N2C(=O)CSC2=S)cc1	-0.7	-2.8%
COc1ccc(CCNC(=O)COC(=O)/C=C/c2ccc(OCC#N)c(OC)c2)cc1OC	-13.5	-4.8%
CC1Cc2ccccc2N1C(=O)CSc1nc2c(c(=O)n(C)c(=O)n2C)n1Cc1ccc(F)cc1 (configuration not stated)	nt	0.1%
Cc1ccc(C2CC(=O)C=C(NCC(C)C)C2)cc1 (configuration not stated)	nt	0.2%
CNC(=S)NNC(=O)c1cccc(C(F)(F)F)c1	6.5	4.0%
COc1ccc(OC)c(-n2nnnc2SCC(=O)Nc2ccc3c(c2)OCCO3)c1	-8.7	5.1%
CN1C(=O)CCC1(O)c1ccccc1 (configuration not stated)	-0.2	9.7%
O=C(NC12CC3CC(CC(C3)C1)C2)N1CCN(c2nc(-c3ccccc3)cs2)CC1	9.7	nt
COc1ccccc1NC(=O)COC(=O)Cc1cccs1	1.6	3.3%
Cc1nn(C)cc1/C=N/NC(=O)C1(O)c2ccccc2-c2ccccc21	5.5	6.0%
COc1cc(/C=C(\C#N)C(=O)NCc2ccccc2)ccc1OCc1ccc(C(=O)O)cc1	nt	5.2%
COc1cc(/C=N/NC(N)=S)ccc1OC(=O)c1ccc(C)cc1	nt	-4.5%
O=C(Nc1sc2c(c1C(=O)O)CCCCC2)c1ccco1	2.6	7.3%
CCOC(=O)C1=C(C)C(c2ccc(OC)cc2OC)NC(=O)N1 (configuration not stated)	-11.5	-2.6%
CC12CCC(C(=O)N3CCCCC3)(CC1=O)C2(C)C (configuration not stated)	nt	4.2%
O=C(NCc1cccc(F)c1)C1CCN(S(=O)(=O)Cc2ccccc2)CC1	99.8	-2.5%
O=C(Nc1ccccc1)Nc1cccc2nsnc12	-18.9	-7.3%
CCOC(=O)c1c(NC(=S)Nc2ccc(OC)cc2)sc2c1CCC2	3.0	-0.6%
O=C(NCc1nc2ccccc2[nH]1)c1cc2ccccc2oc1=O	-3.7	3.2%
Cc1ccc(CN2C3=NC(=O)CN3c3ccccc32)cc1	nt	-0.5%
COC(=O)c1ccc(C)c(NC(=O)CN2C(=O)c3ccccc3S2(=O)=O)c1	nt	-4.2%
CN(C)C(=O)CCSc1nnc(-c2ccco2)o1	-10.9	-5.9%
Cc1cccc(N2CC(c3nc4ccccc4n3C)CC2=O)c1C (configuration not stated)	nt	2.8%
CC(=O)Nc1ccc(S(=O)(=O)n2cnc(C)c2)cc1	-9.8	2.3%
Cn1cccc1C1Nc2ccccc2NC2=C1C(=O)CC(C)(C)C2 (configuration not stated)	15.4	2.4%
Nc1cc(OCC(F)(F)F)cc([N+](=O)[O-])c1	-9.4	6.2%
COC(=O)c1c(C(C)=O)c(C)n(C)c1C	60.7	4.0%
Cc1ccc2nc(C3CCN(C(=O)NCc4ccccc4)CC3)[nH]c2c1	nt	-5.6%
CCOC(=O)CSc1nc2c(c(=O)n(Cc3ccccc3Cl)c(=O)n2C)n1C	nt	9.0%
O=C(N/N=C/c1c[nH]c2ccc(Br)cc12)c1ccc2c(c1)OCO2	nt	1.3%
Cc1c(SCCO)c(=O)[nH]c2cc3c(cc12)OCO3	nt	1.4%
Nn1c(Cc2ccccc2)nc2sc3c(c2c1=O)CCC3	12.1	1.3%
CCO[C@H]1OC(C(=O)N2CCN(Cc3ccccc3)CC2)=C[C@@H](c2ccc(C(F)(F)F)cc2)[C@@H]1CCCO	nt	-0.4%
Cc1[nH]n(-c2ccccc2)c(=O)c1/C=N/N1CCOCC1	-2.7	-1.8%
CCOc1cc(-c2nn3cnnc3s2)cc(OCC)c1OCC	9.8	-4.4%
Cc1ccc(-c2cc(-c3ccccc3Cl)c(C#N)c(N)n2)o1	13.5	-0.9%

Some of the entries so far, with values under each structure.
Values in the order – Mtb RmlCD inh, GlmU inhibition
- COc1cccc(CN2CCN(Cc3nc(-c4cccs4)oc3C)CC2CCO)c1 (configuration not stated)
 : 21.6, 1.4%
- O=C1OC(/C=C/c2ccccc2)=NC/1=C/c1ccco1
 : -8.1, -9.8%
- COc1ccccc1C(=O)Nc1ccc(C2=NNC(=O)CC2C)cc1 (configuration not stated)
 : -5.0, 2.8%
- CC1=NN(C(=O)c2ccc(Cn3cc([N+](=O)[O-])cn3)cc2)C(O)(C(F)(F)F)C1 (configuration not stated)
 : 0.1, -8.2%
- Cc1cccc(CSCCNC(=O)c2ccc(CN3CCOCC3)cc2)c1
 : -6.0, 4.8%
- COc1ccc(NC(=O)c2c(C)oc3c2CCCC3)cc1
 : -5.2, 0.9%

More results:
smiles	Mtb RmlCD inh	GlmU inhibition
CC(C)(C)OC(=O)NCCCCC1=CC2=CC(=O)C(C)(OC(=O)c3cnc4ccccc4n3)C(=O)C2=CO1 (configuration not stated)	nt	3.7%
COc1cc(/C=C2\SC(=S)N(CC(=O)Nc3ccccn3)C2=O)cc(OC)c1OC	9.8	3.5%
COC(=O)C1=CN(Cc2ccc(OC)cc2)C=C(C(=O)OC)C1c1ccsc1	6.1	2.8%
CCN(CC)CCOc1cc2c(nn1)Oc1ccccc1N2C	nt	-0.5%
Cc1ccc(-c2nc(CS(=O)CC(=O)NCCCN3CC(C)CC(C)C3)c(C)o2)cc1 (configuration not stated)	9.4	-9.2%
CC(=O)Nc1ccccc1P(=O)(c1ccccc1)c1ccccc1OC(C)=O (configuration not stated)	4.5	1.4%
CCS(=O)(=O)CCSC1OC(COC(C)=O)C(OC(C)=O)C(OC(C)=O)C1OC(C)=O (configuration not stated)	-19.3	2.2%
CCOc1cc(/C=C/c2nc3ccccc3s2)ccc1OCC(=O)N1CCOCC1	nt	1.8%
CCN1CCN(C(c2cccs2)C(C)NC(=O)c2cccnc2)CC1 (configuration not stated)	-12.6	1.1%
COc1cc(NC(=S)NC(=O)c2ccc(C)cc2C)ccc1NC(=O)c1cccs1	-11.2	3.0%
Cc1ccc2nc(N3CC(=O)Nc4ccccc43)nc(-c3ccccc3)c2c1	7.8	-2.2%
CCCn1c(SCC(=O)Nc2ccc(OC)cc2[N+](=O)[O-])n[nH]c1=O	5.2	7.0%
Cc1ccc(/C=C/C(=O)NCc2ccc(S(N)(=O)=O)cc2)o1	-6.7	7.3%
Cc1nc(N2CCC(C)CC2)c(C#N)c(C)c1[N+](=O)[O-]	-5.2	3.8%
CCN(C(=O)CSc1nc2c(cnn2-c2ccccc2)c(=O)[nH]1)C1CCS(=O)(=O)C1 (configuration not stated)	-12.3	-2.3%
O=C1CC(c2cccc(Br)c2)c2cc3c(cc2N1)CCC3 (configuration not stated)	12.8	nt
O=C(c1cccc(Cl)c1Cl)N1CCN(c2ccccn2)CC1	-7.5	-1.7%
COCCn1nnnc1CN1CCC(NC(=O)c2ccc(Br)cc2)CC1	-7.8	-2.3%
CC(=O)C1=C(O)C(=O)N(CC(=O)O)C1c1ccccc1Cl (configuration not stated)	1.0	7.7%
CCOc1ccc(/C=N/n2c(SC)nnc(C(C)(C)C)c2=O)cc1	8.5	-0.9%
CCCCOC(C)n1cc(F)c(=O)[nH]c1=O (configuration not stated)	1.9	6.6%
CCCc1cc(=O)[nH]c(SCC(=O)N2CCN(S(=O)(=O)c3ccccc3)CC2)n1	5.2	2.0%
O=Cc1c(Cl)nc2ccccn12	nt	0.3%
CC(CO)(CO)N=Cc1c(O)n(-c2cccc3ccccc23)c(=O)[nH]c1=O	nt	6.1%
COc1ccc(-c2nc(C)ncc2N=Nc2ccccc2)cc1	10.1	-8.6%
COc1ccccc1CCNCc1cc2c(cc1[N+](=O)[O-])OCO2	nt	1.5%
Cc1c(Br)cc(C(=O)N2CCCC2)c(C)c1C	10.7	-9.3%
Cc1ccc(C(=O)Nc2ccc(N3CCN(C(=O)c4ccco4)CC3)cc2)cc1	-9.7	5.1%
Cc1csc(NC(=O)/C=C/c2ccc(C)o2)n1	9.9	-5.4%
Cc1cc(C)cc(NC(=S)NCc2cccn2C)c1	nt	4.6%
CC(=O)NS(=O)(=O)c1ccc(NC(=O)c2ccc3c(c2)C(=O)N(CCC(C)C)C3=O)cc1	-9.8	-4.0%
O=C(CCc1nc2ccccc2s1)NC1CCOC1=O (configuration not stated)	1.9	-1.8%
CC1CN(CC(=O)N2CCc3[nH]c4ccccc4c3C2)CC(C)O1 (configuration not stated)	nt	-5.9%
Cc1cc(NC(=O)CSc2nc3ccsc3c(=O)n2CCCC(=O)NCCc2ccccc2)no1	7.9	-7.6%
O=C(Oc1ccc(-c2nnco2)cc1)N(c1ccccc1)c1ccccc1	nt	-0.4%
Cc1nc(-c2ccccc2)cc(=O)[nH]1	33.9	-2.5%
Cc1ccc(-c2nnn(CC(=O)N(CC(=O)NC3CCCC3)c3cnc4ccccc4c3)n2)o1	-4.9	-1.9%
CCOc1ccc(N=C2SC(C(=O)Nc3ccccc3C#N)C(N)=C2C(=O)Nc2ccc(Cl)cc2)cc1 (configuration not stated)	3.1	1.4%
CSCCC(NC(=O)c1ccco1)C(=O)OCc1cc([N+](=O)[O-])cc2c1OCOC2 (configuration not stated)	0.7	2.0%
CC(C)c1nnc(NC(=O)CCC(=O)Nc2ccc(F)cc2)s1	2.0	-1.0%
N#CC1(NC(=O)CN2CCc3ccccc3C2)CCCC1	nt	-1.4%
O=C(Nc1c2c(nn1-c1ccc(F)cc1)CS(=O)C2)c1ccc(S(=O)(=O)N2CCOCC2)cc1 (configuration not stated)	-6.8	2.7%
Cc1ccc(OCCSC2=NN2c2cc(C)nc(N)n2)cc1	nt	7.7%
Oc1ccc(O)cc1	nt	6.7%
CC(C)CC(C(=O)Nn1cnnc1)N1C(=O)c2ccccc2C1=O (configuration not stated)	nt	5.6%
CCCC1(C)Nc2ccccc2-c2nc3ccccc3n21 (configuration not stated)	-3.5	0.1%
Cc1ccsc1C(=O)C1CCCN(Cc2cccn2-c2ccccn2)C1 (configuration not stated)	3.5	-5.6%
O=c1oc(Nc2ccccc2Cl)nc2ccccc12	0.9	-11.5%
COc1ccc(CC(=O)Nc2nc3ccccc3[nH]2)cc1	-1.0	-5.6%
O=C1Nc2ccc([N+](=O)[O-])cc2OC1CCN1CCN(Cc2ccccc2)CC1 (configuration not stated)	-1.9	-6.3%
CCCCCCCCNC(=O)C(CCC(=O)OCc1ccccc1)NC(C)=O (configuration not stated)	nt	-4.5%
O=C(CSc1nc(-c2cccs2)cc(C(F)(F)F)n1)Nc1cc(OCC(F)(F)C(F)F)cc([N+](=O)[O-])c1	nt	-1.8%
O=C(/C=C\c1cccs1)c1c(O)ccc2ccc(=O)oc12	nt	4.7%
O=C(/C=C/c1ccco1)NC(=S)Nc1nc(-c2ccc(Cl)cc2)cs1	4.4	-3.0%
Oc1ccccc1-c1nnc(SCCN2CCOCC2)n1Cc1ccccc1	21.1	10.2%

High-throughput results: PubChem, several laboratories
